S1P3 antagonist: S1P3 receptor antagonists, primary screen, cell-based; AID 485, 2006; CHO S1P3 NFAT-BLA reporter, FRET fluorescence, antagonist mode; 0.27% of 170,000 active; inhibition, % at 4.98 µM;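 active = inhibition above the plate cutoff, the mean inhibition of test wells on that plate plus 3 SD, cut at about 28% in these data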;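 note: cells challenged with S1P at its EC80 of 0.8 µM; blue over green emission ratio from cleaved BLA substrate after 4 h stimulation; 0% = S1P-stimulated wells and 100% = unstimulated DMSO-only wells; some compounds past the cut are filed as inactive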
PPARg SRC1 recr: PPARgamma agonists recruiting SRC-1 coactivator, primary screen, biochemical; activation, % at 8 µM; PPARgamma-SRC-1 coactivator recruitment biochemical assay; Peroxisome proliferator-activated receptor gamma (Homo sapiens), P37231; 0.41% of 200,000 active; in the data active = activation above about 19%;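 note: 0% = DMSO and 100% = reference agonist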
Target sequence (P37231 whole entry, looked up): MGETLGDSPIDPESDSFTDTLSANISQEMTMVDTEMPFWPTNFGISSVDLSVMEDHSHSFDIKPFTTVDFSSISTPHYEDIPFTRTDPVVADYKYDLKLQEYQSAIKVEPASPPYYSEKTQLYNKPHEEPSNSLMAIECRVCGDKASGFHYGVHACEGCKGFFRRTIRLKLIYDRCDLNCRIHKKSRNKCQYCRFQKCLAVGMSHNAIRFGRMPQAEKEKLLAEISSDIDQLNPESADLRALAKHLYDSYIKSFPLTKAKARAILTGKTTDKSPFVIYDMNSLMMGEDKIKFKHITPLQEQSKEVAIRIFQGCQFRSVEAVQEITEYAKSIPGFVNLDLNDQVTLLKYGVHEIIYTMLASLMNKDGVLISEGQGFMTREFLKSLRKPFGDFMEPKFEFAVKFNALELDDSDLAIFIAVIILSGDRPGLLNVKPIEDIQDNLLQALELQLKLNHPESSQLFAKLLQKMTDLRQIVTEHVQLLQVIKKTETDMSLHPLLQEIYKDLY
PMI activator: activators of human PMI, primary screen, biochemical, fluorescence intensity, near-Km mannose 6-phosphate; Mannose-6-phosphate isomerase (Homo sapiens), P34949; purified human PMI, coupled resazurin fluorescence, 20 min; active compounds read high; 1 = vehicle control, 0 substrate-free wells; activation factor at 20 µM; 0.005% of 190,000 active;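 active = activation factor of 2 or more at 20 µM, relative to plate controls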
Target sequence (P34949 whole entry, looked up): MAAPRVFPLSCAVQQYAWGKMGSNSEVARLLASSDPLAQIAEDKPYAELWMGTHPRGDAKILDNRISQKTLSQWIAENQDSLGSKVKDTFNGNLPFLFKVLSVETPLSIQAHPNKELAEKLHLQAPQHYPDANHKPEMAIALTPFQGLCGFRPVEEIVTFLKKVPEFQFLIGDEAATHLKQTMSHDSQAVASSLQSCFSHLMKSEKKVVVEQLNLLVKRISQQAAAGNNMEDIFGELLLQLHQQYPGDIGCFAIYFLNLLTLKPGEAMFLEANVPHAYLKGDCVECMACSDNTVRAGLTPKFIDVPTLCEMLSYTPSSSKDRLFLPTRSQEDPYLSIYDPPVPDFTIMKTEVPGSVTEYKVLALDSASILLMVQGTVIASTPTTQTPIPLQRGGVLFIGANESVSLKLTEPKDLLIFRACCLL
G6PDH CS: L. mesenteroides G6PDH inhibitors, counter-screen for G6PDH-coupled screening assays, biochemical, Leuconostoc mesenteroides enzyme; Purified L. mesenteroides G6PDH, diaphorase/resazurin coupled fluorescence, 45 min; 0.12% of 200,000 active; inhibition, % at 5 µM; in the data active = inhibition above about 50%
Diaph act CS: compounds boosting diaphorase resazurin reduction – biochemical, uHTS, resorufin fluorescence, counter-screen for diaphorase-coupled primary assays, primary screen; Diaphorase/resazurin coupled assay, 16 min; active compounds read high; 1 = vehicle wells, 0 = NADH-free wells; activation factor at 20 µM; 0.005% of 190,000 active;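 active = diaphorase activity raised at least twofold by the compound at 20 µM; inactive = activation factor below 2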
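Material: purified diaphorase enzyme from Clostridium kluyveri / Medium: HEPES pH 7.4 buffer with MgCl2 and Tween 20 / Schedule: enzyme reaction of 16 min at room temperature / Measured by: resorufin fluorescence, excitation 544 nm, emission 590 nm / Evaluation: rise in resorufin formation, marking diaphorase activation or chemical reduction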
Diaph inh CS: diaphorase inhibitors and chemical oxidizers, primary screen, counter-screen for diaphorase-coupled primary assays, biochemical, uHTS, resorufin fluorescence; diaphorase resazurin-to-resorufin fluorescence, NADH, 16 min; bacterial (C. kluyveri) enzyme, not human; inhibition, % at 20 µM; 0.69% of 190,000 active;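 active = primary screen inhibition at 20 µM above a set limit, cut at about 50% in these data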;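 note: plate controls were DMSO with full reaction for no effect and wells lacking NADH for full effect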
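System: Diaphorase enzyme from Clostridium kluyveri | Amount: Enzyme working solution with 0.14 U/mL diaphorase | Benchmarks: No-NADH positive control and DMSO neutral control | Signal: Fluorescence of resorufin formed from resazurin, Ex 544/Em 590 nm | Schedule: 16-min room-temperature incubation before reading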
PPARg SRC3 recr: PPARgamma agonists recruiting SRC-3 coactivator, primary screen, biochemical; activation, % at 8 µM; 0.26% of 200,000 active; AID 731, 2007; biochemical PPARgamma/SRC-3 coactivator recruitment assay; Peroxisome proliferator-activated receptor gamma (Homo sapiens), P37231; in the data active = activation above about 23%;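 note: 0% = DMSO and 100% = reference agonist; some compounds past the cut are filed as inactive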
ROMK primary: ROMK potassium channel modulators, primary screen, cell-based, thallium flux, MLSMR library. ATP-sensitive inward rectifier potassium channel 1 (Homo sapiens), P48048. Tet-inducible ROMK, thallium flux fluorescence; actives lie on both sides. B-score at 10 µM. 2% of 130,000 active. AID 1918, 2009;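 active = signal ratio slope over the read window, or its plate-corrected B-score, at least 3 SD from the plate mean, either direction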;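 note: B-score of the F/F0 ratio slope over 7 to 12 s after thallium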
PMI act hi M6P: human PMI activators, high substrate, primary screen, biochemical, fluorescence intensity, near-saturating mannose 6-phosphate. Mannose-6-phosphate isomerase (Homo sapiens), P34949. coupled PMI enzyme assay, resazurin fluorescence, 20 min; active compounds read high; 1 = untreated enzyme, 0 = substrate-free blank. activation factor at 20 µM. 0.34% of 190,000 active. AID 1216, 2008;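 active = activation factor of 2 or more at 20 µM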
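assay system = human phosphomannose isomerase with PGI, G6PDH, diaphorase coupling enzymes | quantity = 15 ng/mL PMI | incubation = enzyme reaction with compound 20 min at room temperature | medium = HEPES pH 7.4 buffer with MgCl2 and Tween-20 | compound dosing = one concentration, 20 µM, in 1% DMSO | measured by = Diaphorase-driven resazurin-to-resorufin fluorescence, excitation 544, emission 590 nm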
PPARg SRC2 recr: agonists of PPARg-SRC-2 recruitment, primary screen, biochemical, HTS; Peroxisome proliferator-activated receptor gamma (Homo sapiens), P37231; PPARgamma LBD-SRC-2 recruitment; activation, % at 8 µM; 0.34% of 200,000 active; in the data active = activation above about 22%;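 note: 0% = vehicle and 100% = reference agonist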
SRC2 TRFRET art: TR-FRET signal artefacts, primary screen, artefact control for PPARgamma SRC-2 agonist project, biochemical; TR-FRET artefact counter-screen; active compounds read high; TR-FRET ratio at 8 µM; 0.4% of 200,000 active; AID 1049, 2008; in the data active = TR-FRET ratio above about 2000; note: inactives centre near 1500
An asterisk follows results filed as active; nt = no result given.

SMILES	S1P3 antagonist	PPARg SRC1 recr	PMI activator	G6PDH CS	Diaph act CS	Diaph inh CS	PPARg SRC3 recr	ROMK primary	PMI act hi M6P	PPARg SRC2 recr	SRC2 TRFRET art
Cc1ccc(C)c(NC(=S)N2CCN(CCO)CC2)c1	0	-7	1	5	0.9	10	1	nt	1.1	0	1629
COc1ccccc1OCC(=O)NCc1ccco1	-5	3	1	16	1.1	-9	9	0.022	1	2	1613
COc1ccccc1NC(=O)C(C)NS(=O)(=O)c1ccc(F)cc1 (centres undefined)	-27	5	1	-4	0.9	14	4	nt	1	13	1621
COc1ccc(Cn2c(CCC(=O)Nc3ccc(C)cc3)nc3cccnc32)cc1	nt	-5	0.9	1	0.8	19	-7	0.26	0.9	-8	1408
CCN(Cc1ccccc1)C(=O)C1CCN(Cc2ccc(SC)cc2)CC1	10	4	0.9	12	0.9	10	4	nt	1	6	1462
c1ccc(-c2nc3c([nH]2)CCc2nonc2-3)cc1	1	-3	1.1	6	1	4	0	-0.71	1.1	8	1677
O=C1CCc2nc3ccccc3c(=O)n2N1	nt	6	0.8	0	0.9	10	-2	0.34	0.8	5	1672
CCn1c(CNc2nc(-c3ccccc3)cs2)nnc1SCC(=O)NCc1ccco1	-16	-1	0.8	16	0.8	20	7	nt	0.8	-3	1402
COc1ccccc1CNC(=O)CSc1ccccc1	-3	3	1	-2	0.9	7	0	nt	1	4	1609
Nn1c(Nc2ccccc2)nc2sc3c(c2c1=O)CCCC3	-3	5	0.9	14	0.9	13	2	-0.034	0.8	6	1624
CNC(=O)Nc1ccc(Cl)cc1	nt	-5	0.9	-10	0.8	21	0	nt	0.9	1	1473
Cc1nn(-c2cccc(C(F)(F)F)c2)c(Cl)c1/C=N/Nc1cccc(C(=O)O)c1	-8	-8	1.6	2	0.7	30	4	-0.097	2.5*	-11	1556
O=C(NCCN1CCOCC1)Nc1ccccc1	nt	2	1	5	0.8	17	-9	0.22	1	-5	1508
CCN(CC)CCCn1c(=S)[nH]c2ccc(Cl)cc2c1=O	nt	7	0.9	9	0.8	20	6	nt	0.9	10	1704
COc1cc(Cc2nc3ccc(S(=O)(=O)N4CCOCC4)cc3[nH]2)cc(OC)c1OC	nt	0	0.9	0	0.9	10	-8	0.069	0.9	7	1689
Nc1ccc2oc3ncccc3c(=O)c2c1	nt	-5	0.9	-13	0.9	11	5	-1.1	0.9	8	1488
CC(=O)c1c(NCCc2ccccc2)cc(C)oc1=O	-21	-1	0.8	31	0.8	18	5	-0.83	0.8	9	1708
CC1CN(C(=O)CSc2ncnc3sccc23)CC(C)O1 (centres undefined)	-14	2	0.9	2	0.7	27	-4	nt	0.9	0	1518
Cc1cc(C)n2nc(SCc3nnc(SCCCCl)o3)nc2n1	nt	-2	1	6	0.8	15	0	nt	1	-2	1497
COc1ccc(C(=O)N/N=C/c2cn[nH]c2-c2ccc(OC)cc2OC)cc1	0	-1	1.1	8	0.9	10	-4	0.26	1	8	1539
Cc1[nH]n(-c2cccc(Cl)c2)c(=O)c1C=NCc1ccco1	-8	3	1	0	0.9	6	6	-0.33	0.9	-5	1434
CCC1N=C(SC)NC(C)=C1C(=O)c1ccccc1 (centres undefined)	-7	4	1.4	2	1	-2	-3	0.046	1.7	1	1672
COc1ccc2nc(NC(=O)CCc3cc(OC)c(OC)c(OC)c3)sc2c1	-10	-8	1	2	0.8	18	0	0.75	1	-3	1306
CCC1SC(N)=NC1=O (centres undefined)	nt	8	1	5	1	4	4	0.32	1	6	1653
CC1(C)CC(=O)C(C2C3=C(CC(C)(C)CC3=O)Oc3ccccc32)=C(O)C1 (centres undefined)	nt	7	1.1	-3	1.1	-6	9	-0.23	1.1	9	1455

Continued; the last 2 above are carried over.
SMILES	S1P3 antagonist	PPARg SRC1 recr	PMI activator	G6PDH CS	Diaph act CS	Diaph inh CS	PPARg SRC3 recr	ROMK primary	PMI act hi M6P	PPARg SRC2 recr	SRC2 TRFRET art
CCC1SC(N)=NC1=O (centres undefined)	nt	8	1	5	1	4	4	0.32	1	6	1653
CC1(C)CC(=O)C(C2C3=C(CC(C)(C)CC3=O)Oc3ccccc32)=C(O)C1 (centres undefined)	nt	7	1.1	-3	1.1	-6	9	-0.23	1.1	9	1455
CCN(c1ccccc1)S(=O)(=O)c1ccc(Cl)c(NC(=O)CSc2n[nH]c(N)n2)c1	-12	3	0.9	-11	0.8	24	-5	nt	0.9	-6	1449
CC(Cc1ccccc1)NC(=O)c1ccc([N+](=O)[O-])cc1 (centres undefined)	18	-2	1	-16	0.9	7	-2	nt	1.1	1	1536
O=C(O)COc1ccccc1C(Nc1ccccn1)c1cc(Cl)c2cccnc2c1O (centres undefined)	1	8	0.9	17	0.5	51*	-1	0.014	0.9	5	1597
COc1ccc([N+](=O)[O-])cc1N(CC(=O)N1CCOCC1)S(C)(=O)=O	-6	6	1.1	20	1	3	5	-2.2	1	1	1469
COc1ccc(/C=N/Nc2nc3ccccc3c(=O)n2-c2ccccc2)cc1OC	-3	-5	0.8	-12	0.7	25	3	-0.62	1	10	1531
O=C(CC(Nc1ccccc1)c1ccc(F)cc1)c1ccccc1 (centres undefined)	24	-9	0.8	10	0.9	13	-2	nt	0.9	-8	1478
O=C(COC(=O)C1CC(=O)N(Cc2ccccc2)C1)Nc1ccc2c(c1)OCO2 (centres undefined)	9	-6	1	4	0.9	10	8	-0.085	0.9	-1	1303
CCc1c(C)sc(NC(=O)/C=C/c2ccc3c(c2)OCO3)c1C(=O)OC	1	-3	0.8	-6	0.8	16	-1	-0.46	0.9	-2	1543
COc1ccc(NC(=O)C(=O)NNC(=O)c2cccs2)cc1	1	-3	0.8	10	0.8	15	1	nt	0.9	-3	1742
O=C(NCc1ccc(Cl)cc1)c1ccc(-c2ccccc2C(F)(F)F)o1	-7	-1	1	7	0.9	9	-3	0.62	1	3	1496
Cc1cc(Cl)c(OCCCN(C)C)c(Br)c1	-11	2	1	21	0.9	13	1	nt	1.1	9	1610
COc1cc(O)sc1C=Nc1ccc(Cl)cc1	-18	3	1	-2	0.9	12	7	-0.14	0.9	8	1449
COc1ccc(C(=O)NC(C)c2ccccc2)cc1Br (centres undefined)	-3	5	1	8	0.9	7	1	0.052	0.9	11	1571
CN(Cc1ccccc1)C(=O)CNC(=O)Cn1cnc2ccccc2c1=O	4	1	0.9	6	0.9	12	1	nt	0.9	-9	1478
COc1cc(CC(=O)NCc2ccccn2)cc(OC)c1OC	nt	6	1	-2	0.9	6	5	0.73	1	13	1715
O=C(c1ccco1)N(CCC(c1ccccc1)c1ccco1)Cc1ccccc1 (centres undefined)	-5	3	1	3	0.8	25	2	-0.61	0.9	-3	1563
CC(C)CCN1CCNC(=O)C1CC(=O)Nc1ccc(F)cc1 (centres undefined)	-37	1	1	12	1	-2	-8	0.024	1.1	5	1420
C=CCNC(=S)NNC(=O)c1cccn(Cc2ccc(Cl)c(Cl)c2)c1=O	nt	6	1	4	0.9	10	9	-1.1	1	4	1530
COCCNC(=O)/C(C#N)=C/c1cc(C(C)C)c(OC)cc1C	-11	-8	1	-1	0.9	13	3	0.0027	1	-3	1461
CC(OC(=O)CCCCCN=C1NS(=O)(=O)c2ccccc21)C(=O)Nc1cc(Cl)cc(Cl)c1 (centres undefined)	12	9	0.8	6	0.8	20	4	0.47	0.9	-2	1608
COc1ccc(N2CCN(CCNC(=O)CCN3C(=O)COc4ccccc43)CC2)cc1	-17	-1	0.8	10	0.9	10	-1	1.2	0.9	-5	1678
CCN(CC)CCNC(=O)/C(=C/c1cn(CC)c2ccccc12)NC(=O)c1cc(OC)c(OC)c(OC)c1	-2	-6	1.1	-6	1	0	0	-0.11	1	-6	1368
CCOC(=O)C1CCN(C(=O)c2ccc(Cl)c(Cl)c2)CC1	1	-6	0.9	-6	0.9	7	0	-0.55	0.9	7	1566
O=C(NCc1ccc2c(c1)OCO2)NC12CC3CC(CC(C3)C1)C2	8	1	1	10	1.1	-9	2	-0.29	1	-2	1467
O=C(CSc1ncn[nH]1)Nc1nc(-c2ccccc2)cs1	nt	0	1.1	-2	1	-3	-5	nt	1.1	-7	1498
Further compounds follow.
SMILES	S1P3 antagonist	PPARg SRC1 recr	PMI activator	G6PDH CS	Diaph act CS	Diaph inh CS	PPARg SRC3 recr	ROMK primary	PMI act hi M6P	PPARg SRC2 recr	SRC2 TRFRET art
O=C(c1ccc(Br)o1)N1CCN=C1SCc1cccc(F)c1	-22	10	0.9	-1	0.9	12	-4	nt	0.9	0	1520
O=C1CCc2cc(S(=O)(=O)N3CCN(Cc4ccc5c(c4)OCO5)CC3)ccc2N1	-31	3	0.9	5	1	-1	-5	-1.4	1	1	1534
CCN(C(C)=O)c1nc(CSc2nnc(NC(C)C)s2)cs1	6	-2	1	16	0.9	5	3	0.19	1	3	1742
CCOC(=O)COc1ccc(C(=O)CC)cc1OC	-18	0	1	3	0.9	8	4	1.4	1	-4	1540
CCOC(=O)C(Cc1ccccc1)NC(=O)CNC(C)=O (centres undefined)	-11	4	1.1	4	1	0	16	1.2	1.1	5	1814
O=S1(=O)CCN(C(CO)c2ccccc2)CC1 (centres undefined)	1	4	1	0	1	-1	3	-0.22	1	5	1647
S=C(NCCc1ccccc1)NC1CCCCCC1	nt	-3	0.8	9	0.9	13	8	nt	0.9	-7	1282
C=CCOC(=O)C1=C(C)N=C2SCCC(=O)N2C1c1cccs1 (centres undefined)	22	-11	0.9	10	0.9	10	-6	-0.61	0.9	3	1227

Some values from above:
Value for `COCCNC(=O)/C(C#N)=C/c1cc(C(C)C)c(OC)cc1C` under Diaph inh CS: 13
Value for `CCC1SC(N)=NC1=O` (centres undefined) under Diaph inh CS: 4
Value for `O=C(COC(=O)C1CC(=O)N(Cc2ccccc2)C1)Nc1ccc2c(c1)OCO2` (centres undefined) under PPARg SRC1 recr: -6
